# Bioassay records: PubChem, Dana-Farber Cancer Institute and Novartis Institutes for BioMedical Research (Cambridge, Mass)
# USP17 inh: human USP17-like deubiquitinase inhibition. 47,000 tested, 6.5% active. purified USP17, Ub-rhodamine cleavage fluorescence, 3 h. inhibition, % at 50 µM
# USP8 block: blocks human USP8 ubiquitin-rhodamine cleavage. P40818. purified USP8, Ub-rhodamine cleavage fluorescence, 30 min. inhibition, % at 20 µM. 47,000 tested, 4.2% active. AID 1645853
# Target sequence (P40818 whole entry, looked up): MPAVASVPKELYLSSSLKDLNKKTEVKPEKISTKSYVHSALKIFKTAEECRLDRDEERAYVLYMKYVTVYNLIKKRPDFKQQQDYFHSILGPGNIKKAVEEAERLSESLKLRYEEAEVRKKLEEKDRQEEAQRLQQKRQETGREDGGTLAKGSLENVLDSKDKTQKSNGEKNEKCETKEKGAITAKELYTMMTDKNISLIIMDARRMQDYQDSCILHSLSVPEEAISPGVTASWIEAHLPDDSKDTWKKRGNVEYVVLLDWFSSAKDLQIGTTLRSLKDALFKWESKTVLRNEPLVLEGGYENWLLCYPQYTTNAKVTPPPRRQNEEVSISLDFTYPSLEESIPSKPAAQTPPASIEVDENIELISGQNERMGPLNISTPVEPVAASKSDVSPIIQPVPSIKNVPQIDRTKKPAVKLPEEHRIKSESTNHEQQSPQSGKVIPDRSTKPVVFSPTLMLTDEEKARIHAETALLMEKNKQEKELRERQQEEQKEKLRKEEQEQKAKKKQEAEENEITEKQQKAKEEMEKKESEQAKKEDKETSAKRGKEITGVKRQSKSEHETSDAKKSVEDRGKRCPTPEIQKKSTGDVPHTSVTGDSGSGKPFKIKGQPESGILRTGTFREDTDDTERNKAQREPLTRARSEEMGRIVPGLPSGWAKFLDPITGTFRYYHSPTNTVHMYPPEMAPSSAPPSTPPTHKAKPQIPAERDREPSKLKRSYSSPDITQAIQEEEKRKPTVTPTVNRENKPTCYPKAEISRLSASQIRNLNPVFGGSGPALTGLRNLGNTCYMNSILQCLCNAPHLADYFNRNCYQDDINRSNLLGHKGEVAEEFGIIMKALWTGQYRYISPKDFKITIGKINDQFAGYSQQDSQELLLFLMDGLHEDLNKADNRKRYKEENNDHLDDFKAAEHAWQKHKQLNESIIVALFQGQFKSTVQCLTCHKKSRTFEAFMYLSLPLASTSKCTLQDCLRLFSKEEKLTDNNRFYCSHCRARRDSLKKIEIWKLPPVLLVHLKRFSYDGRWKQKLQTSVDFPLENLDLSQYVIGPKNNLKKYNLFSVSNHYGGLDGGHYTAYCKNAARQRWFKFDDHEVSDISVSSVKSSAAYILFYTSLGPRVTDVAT
# USP7 inh: inhibitors of human USP7 deubiquitinase; Q93009; purified USP7, Ub-rhodamine cleavage fluorescence; inhibition, % at 20 µM; 47,000 tested, 0.3% active; AID 1645854
# USP30 inh: blocks human USP30 ubiquitin-rhodamine cleavage. Q70CQ3. purified USP30, Ub-rhodamine cleavage fluorescence. inhibition, % at 25 µM. 47,000 tested, 5.3% active. AID 1645860
# USP10 inh: human USP10 deubiquitinase inhibition | Q14694 | purified USP10, Ub-rhodamine fluorescence, 60 min | inhibition, % at 20 µM | 47,000 tested, 1.1% active
# OTUD3 block: inhibitors of human OTUD3 deubiquitinase; purified OTUD3, Ub-rhodamine fluorescence, 2 h; 47,000 tested, 0.7% active; inhibition, % at 25 µM; Q5T2D3
# UCHL1 block: blocks human UCHL1 ubiquitin-rhodamine cleavage | purified UCHL1, Ub-rhodamine cleavage fluorescence | inhibition, % at 20 µM | P09936 | 47,000 tested, 0.2% active
# USP28 inh: human USP28 deubiquitinase inhibition. Q96RU2. purified USP28, Ub-rhodamine cleavage fluorescence, 30 min. inhibition, % at 25 µM. 47,000 tested, 3% active. AID 1645857
# * = called active by the depositor; i = inactive; · = no result given. No stated cut-off is given here; in the data, active means inhibition above about 30%; inactive means the rest.
SMILES,USP17 inh,USP8 block,USP7 inh,USP30 inh,USP10 inh,OTUD3 block,UCHL1 block,USP28 inh
O=C(CCS(=O)(=O)c1ccccc1Cl)N1CCc2ccccc21,4,2,-3,0,3,-2,-3,-7
O=C(NCc1ccccc1)[C@H]1C[C@@H]2CN(Cc3ccccc3)C[C@H]1O2,-3,1,1,14,-1,3,-1,8
C=C(NC(=O)C(=C)NC(=O)c1csc(-c2ccc3c(n2)-c2csc(n2)-c2csc(n2)C(C(C)C2CO2)NC(=O)C(Cc2ccc(O)cc2)NC(=O)c2csc(n2)C(C(O)c2ccccc2)NC(=O)c2nc(sc2C)C(CC(N)=O)NC(=O)c2csc-3n2)n1)C(=O)O (centres undefined),68*,27,19,24,23,1,4,22
O=C(c1ccco1)N1CCc2[nH]nc(-c3ccc(Cl)cc3)c2C1,-11,-11,-22,-4,6,-10,1,-12
O=C(CCc1cccnc1)N1C[C@@H]2CN(Cc3ccc(O)cc3)[C@@H]2C1,-7,-2,0,10,-3,-5,-2,-8
CC(NC(=O)CSc1nnc(C2CC2)n1Cc1ccccc1)c1ccco1 (centres undefined),1,6,-6,-54,-9,3,-3,-4
O=C(c1cccnc1)N1C[C@H]2C[C@H]3[C@](C1)(CN(Cc1ccccc1)S3(=O)=O)O2,13,-2,1,22,2,12,1,20
CC1CCN(CC(=O)Nc2ccccc2Br)CC1,1,-2,-62,0,7,4,0,14
FC(F)(F)c1ccc(-c2nnc(-c3cccs3)o2)cc1,11,0,1,11,0,0,-1,-6
Cc1c(C)n(-c2cccnc2)c2ncnc(NCCCO)c12,9,8,-6,20,0,11,0,9
O=C1CCCC[C@]2(CN(Cc3ccc(Oc4ncccn4)cc3)C[C@H]2c2cccnc2)N1,-1,2,-1,-17,-2,-5,-3,-6
Cc1ccccc1OCC(=O)NCC1(N2CCOCC2)CCCCC1,-3,-2,-4,-4,-4,-3,1,-3
CCCC(=O)N1Cc2ccccc2CC2(CCN(Cc3ccc(O)cc3)C2)C1 (centres undefined),2,-20,-4,-14,-3,4,0,4
COc1ccc(C)cc1NC(=O)COC(=O)Cn1cnc2ccccc21,-15,-17,-1,-15,-6,-12,-4,-13
c1ccc(Cc2nc3c4cnn(Cc5ccccc5)c4ncn3n2)cc1,9,8,0,9,16,0,-2,1
Cc1cc2nc(SCC(=O)c3ccc(O)cc3)[nH]c2cc1C,49*,28,13,27,12,20,-2,10
CCc1ccccc1-n1c(=O)[nH]c2c(c1=O)C(C)(C)Cc1ccccc1-2,-11,1,2,-2,3,-1,0,-17
CC1CCCN(C(=O)Cc2nnc3cc(-c4nc(C5CC5)no4)ccn23)C1 (centres undefined),-13,-18,-5,-20,-3,-16,-8,-13
COc1cccc(N2Cc3ccccc3OCC2=O)c1,3,6,-21,8,3,4,4,3
COc1cccc(N2CCN(C(=O)c3nccnc3NC(=O)c3ccccc3)CC2)c1,0,7,0,3,0,1,-2,-3
O=S(=O)(Nc1ccc(N2CCCCC2)cc1)c1ccccc1F,34*,9,-4,-68,2,-24,6,-20
Cc1nn(-c2ccccc2)c(C)c1S(=O)(=O)Nc1ccccc1C(N)=O,8,11,4,10,1,4,3,1
Cc1ccc(CC(=O)NCCc2nc3cccnc3n2C)cc1,-159,-110,-82,i,-3,-163,-80,-221
O=C(O)c1ccccc1Cc1nc2scc(-c3ccccc3)c2c(=O)[nH]1,14,31*,-2,7,11,13,5,7
CC(=O)Cn1c(CN2CCCCC2)nc2ccccc2c1=O,19,1,·,23,3,12,2,11
O=S(=O)(CCN1CCN(Cc2ccccc2)CC1)c1ccc(F)cc1,0,10,1,-13,-4,7,1,-4
O=C(/C=C/c1cccc(F)c1)NCc1nnc2c(C(F)(F)F)cc(Cl)cn12,7,-7,-3,15,-2,7,2,5
CCOC(=O)Cc1cc(=O)n2[nH]c(C)c(-c3ccc(Cl)cc3)c2n1,-8,-126,7,8,6,1,0,1
CCN1C=C(C(=O)OCc2cccc(C#N)c2)C(C)=NS1(=O)=O,-78,-263,-28,-226,-6,-70,-17,-36
COc1ccc(CC(=O)Nc2cccn3ncnc23)cc1OC,-4,-4,0,-12,-6,-3,-2,0
O=C(CSc1ncc(S(=O)(=O)c2ccccc2)c(=O)[nH]1)Nc1ccccc1Cl,11,-4,1,9,2,-2,0,0
COC(=O)c1ccccc1NC(=O)Cn1cc(S(=O)(=O)N2CCC(C)CC2)c2ccccc2c1=O,-3,3,3,-33,0,-9,1,-6
CC(=O)Cn1c(=O)n(-c2ccc(Cl)c(Cl)c2)c(=O)c2cc(-c3ccccc3)sc21,-6,-1,1,-6,2,-1,-4,-8
CNC(=O)[C@@]12CCCN(c3ncccn3)[C@@H]1CN(Cc1ccccc1F)C2,1,-3,8,20,0,8,0,11
Cc1cc(C)c2nc(NC(=O)c3cn(Cc4ccccc4)nc3-c3cccnc3)sc2c1,-41,-42,-40,-114,-5,-58,-48,-55
CCn1c(=O)c(-c2ccc(C(=O)Nc3ccccc3F)cc2)nc2cccnc21,48*,0,3,10,-6,5,4,7
COc1ccc(NC(=O)c2nc3nccc(C)n3n2)cn1,-62,-20,-15,-158,-2,-30,-20,-34
O=C(c1nn2cccnc2c1Cl)N1CCC(c2noc3cc(F)ccc23)CC1,-5,-84,-17,-13,0,1,1,0
O=C(/C=C/c1ccc([N+](=O)[O-])cc1)Nc1nc(-c2ccccc2)c(-c2ccccc2)s1,0,1,3,-34,4,-20,0,-24
CC1=C(C(=O)NCc2ccccc2)C(c2ccc(C)cc2)n2ncnc2N1 (centres undefined),11,4,6,34*,2,11,2,9
O=C(O)c1ccccc1C(=O)N1CCc2c([nH]c3ccccc23)C1C(F)(F)F (centres undefined),16,-6,2,5,4,6,-1,5
O=C(OCC(=O)N1CCc2ccccc21)c1cccc([N+](=O)[O-])c1,2,7,3,-2,5,-6,2,0
COc1ccccc1NC(=O)C1=C(C)Nc2nc(CCCO)nn2C1c1ccccn1 (centres undefined),-7,0,0,-13,-2,-5,-6,-10
N#Cc1ccccc1COc1ncnc2scc(-c3ccccc3)c12,0,2,-14,-1,-2,0,2,22
COc1ccc(CNC(=O)c2nc(-c3ccc4cc[nH]c4c3)no2)cc1,26,16,13,41*,10,15,8,18

# Structural class: those above containing a Cl atom
SMILES,USP17 inh,USP8 block,USP7 inh,USP30 inh,USP10 inh,OTUD3 block,UCHL1 block,USP28 inh
O=C(CCS(=O)(=O)c1ccccc1Cl)N1CCc2ccccc21,4,2,-3,0,3,-2,-3,-7
O=C(c1ccco1)N1CCc2[nH]nc(-c3ccc(Cl)cc3)c2C1,-11,-11,-22,-4,6,-10,1,-12
O=C(/C=C/c1cccc(F)c1)NCc1nnc2c(C(F)(F)F)cc(Cl)cn12,7,-7,-3,15,-2,7,2,5
CCOC(=O)Cc1cc(=O)n2[nH]c(C)c(-c3ccc(Cl)cc3)c2n1,-8,-126,7,8,6,1,0,1
O=C(CSc1ncc(S(=O)(=O)c2ccccc2)c(=O)[nH]1)Nc1ccccc1Cl,11,-4,1,9,2,-2,0,0
CC(=O)Cn1c(=O)n(-c2ccc(Cl)c(Cl)c2)c(=O)c2cc(-c3ccccc3)sc21,-6,-1,1,-6,2,-1,-4,-8
O=C(c1nn2cccnc2c1Cl)N1CCC(c2noc3cc(F)ccc23)CC1,-5,-84,-17,-13,0,1,1,0

# Carrying on.
SMILES,USP17 inh,USP8 block,USP7 inh,USP30 inh,USP10 inh,OTUD3 block,UCHL1 block,USP28 inh
COCCNC(=O)CN1C(=O)c2ccccc2C1c1c(-c2cc(OC)ccc2OC)[nH]c2ccccc12 (centres undefined),-1,11,-6,0,-2,8,2,2
CCCNS(=O)(=O)c1cc(-c2[nH]ncc2C(=O)N2CCOCC2)oc1C,-20,-2,-2,·,-2,-6,-2,·
COc1ccc(Nc2nc(N3CCN(C)CC3)nc3c2C(=O)CCC3)cc1,-7,5,-6,0,0,-1,1,0
COCCn1cnc2c1c(=O)n(CC(=O)c1ccc3c(c1)OCCO3)c(=O)n2Cc1ccccc1,-24,-25,0,-13,-6,-10,3,-9
CC(Oc1ccccc1F)C(=O)Nc1nc2c(s1)CCCC2 (centres undefined),-20,-55,-10,-7,2,-2,-2,17
CC(=O)c1ccc(NC(=O)CSc2ncnc3c2cnn3-c2ccc(C)cc2C)cc1,3,-3,2,-46,16,-1,1,0
CC1(C(=O)NC2CCCCC2)Cn2c(cc3sccc32)C(=O)N1Cc1ccco1 (centres undefined),-1,-5,-35,0,1,-2,-10,-1
CC(=O)Nc1ccc(S(=O)(=O)Nc2nc(C)nc3sc(C)c(C)c23)cc1,1,2,0,-3,-2,-1,-4,-3
CN(C)CCNC(=O)c1cc(-c2cnc(-c3ccnn3C)nc2)cn1C,0,-44,6,21,2,17,5,7
CCOC(=O)c1noc2nc(C)n(Cc3nc(-c4cccs4)oc3C)c(=O)c12,-5,-1,-1,-19,-3,1,1,-6
Cn1c(CCc2ccccc2NS(=O)(=O)c2ccccc2)nc2ccccc21,29,4,2,·,8,-5,-1,·
O=C(Nc1c(C(=O)N2CCOCC2)oc2ccccc12)c1cccc(F)c1,-9,-12,-22,7,2,-4,-3,-21
COC(=O)c1cc(OC)cc(O)c1C(=O)c1c(O)cc(C)cc1O,-12,1,5,6,1,1,0,-1
Cn1cc(C(=O)Nc2ccccc2Cl)c2[nH]c(=O)n(Cc3ccccc3)c(=O)c21,-20,-11,3,-54,-1,-18,2,-28
O=C(c1ncccn1)N1CCCC1c1ncc(Cc2ccc(F)cc2)o1 (centres undefined),10,3,0,2,0,9,1,-1
Fc1ccc(N2CCN(c3ncnc4nc[nH]c34)CC2)cc1,-2,-11,-2,7,3,3,-2,-13
Cc1cccc(C(=O)N2C[C@H](OCC3CC3)[C@H]3OCCC[C@H]32)n1,·,-49,-6,-36,-2,-8,-3,-11
O=C(C1CCC1)N1CCN(c2ncccc2C(F)(F)F)CC1,-1,8,-10,6,0,3,0,-4
COC(=O)c1ccc(Cn2cnc3ccc(Br)cc3c2=O)o1,-13,0,-4,-5,-1,2,0,80*
COc1ccccc1Nc1nc(N)c(C(=O)c2ccccc2F)s1,-2,-9,2,-27,-3,-6,-2,-17
OC(COc1ccc2c(c1)OCO2)CN1CCOCC1 (centres undefined),-5,5,4,7,0,4,4,3
COc1cc(OC)c(NC(=O)c2cc3c(CO)cnc(C)c3oc2=Nc2ccccc2)cc1Cl,10,2,5,18,0,4,3,0
O=C1NCCN1C1CCCN(Cc2ncc(-c3ccccc3)o2)C1 (centres undefined),-1,-1,1,4,-1,0,3,4
Cc1ccc(NC(=O)c2cccc(N3C(=O)CCS3(=O)=O)c2)cc1C,-12,-8,-17,1,-2,-22,-2,-10
CN(C)c1cc(N2CCCC(NC(=O)c3ccc(C#N)cc3)C2)ncn1 (centres undefined),3,4,4,4,-1,3,1,3
COc1ccc(Cn2cc(S(=O)(=O)N3CCCC3)ccc2=O)cc1,-10,-2,-1,-14,0,-2,1,-2
Cc1cc(C)cc(N(CCC(=O)Nc2ccccc2)S(=O)(=O)c2ccc3ccccc3c2)c1,15,23,14,28,10,17,9,14
CCn1cnc2ccc(C(=O)NC3CC3)cc2c1=O,8,8,1,1,0,-4,0,62*
O=C(Cc1ccccc1F)N1CCCC(n2c(=O)[nH]c3cncnc32)C1 (centres undefined),-18,-3,-7,-57,-2,-10,-11,-21
O=C(c1ccccc1)N1CCN(C(=O)c2cc(-c3cccnc3)n[nH]2)CC1,4,6,-1,-2,0,-1,-2,6
O=C(Nc1ccc(NC(=O)c2ccccc2O)cc1)Nc1ccc(OCc2ccccc2)cc1,-19,91*,30,-479,61*,-60,4,-115
COc1cc(C(=O)NCc2noc(Cc3ccccc3)n2)cc(OC)c1OC,9,10,1,9,-1,12,1,10
O=C(c1cccc(C(F)(F)F)c1)N1CCN(c2ccc(-c3ccncc3)nn2)CC1,-2,2,0,17,1,4,2,7
Cc1nn2c(CNC(=O)c3cc(Cl)ccc3F)c(C)nc2s1,-20,-18,0,-40,-5,-19,-4,-16
FC(F)(F)Oc1ccc2[nH]c3c(c2c1)CNCC3,8,12,0,21,-3,5,1,19
O=c1[nH]c(=O)n(Cc2ccccc2)c2c1CN(C1CCCCC1)CN2,-5,-39,-6,-19,0,12,3,0
O=C(c1noc2c1CCCC2)N1CCC(O)(CN2CCOCC2)C1 (centres undefined),1,0,3,-6,0,-1,-1,-7
CC1(NC(=O)c2ccnc(Cc3ccccc3)c2)CCS(=O)(=O)C1 (centres undefined),5,4,-1,-12,-1,-10,-3,-5
Cc1ccc2nc(C3CCN(Cc4ccc5ccccc5c4)CC3)[nH]c2c1,-4,23,3,-8,-7,-8,-4,4

# Outcome played no part in choosing rows; any-hit rate near 13%.
